All columns: NCI-60 one-dose screen, growth in % after 48 h at 10 µM unless noted; 100 = growth as untreated, 0 = no growth, -100 = all killed.
MDA-MB-468: MDA-MB-468 breast cancer. 78,000 compounds, 8.5% hits
MDA-MB-435: MDA-MB-435 melanoma. 82,000 compounds, 7.8% hits
K-562: K-562 leukemia. 78,000 compounds, 7.4% hits
MOLT-4: MOLT-4 leukemia cells; 80,000 compounds, 6.9% hits
SR: SR leukemia cells | 73,000 compounds, 8.7% hits
MCF7: MCF7 breast cancer; 82,000 compounds, 6.3% hits
RPMI-8226: RPMI-8226 leukemia cells; 77,000 compounds, 7.5% hits; AID 1794781
MDA-MB-231: MDA-MB-231 breast cancer. 81,000 compounds, 5% hits. AID 1794789
Active calls of the source: *; · = not tested or not shown. The calls were made as follows: active = growth percent below 10; inactive = the rest.

SMILES | MDA-MB-468 | MDA-MB-435 | K-562 | MOLT-4 | SR | MCF7 | RPMI-8226 | MDA-MB-231
CN(C)c1nc(NCCNS(=O)(=O)c2ccc(C(=O)/C=C/c3ccc(Cl)cc3)cc2)nc(Nc2ccc(F)cc2)n1 | -26* | -88* | 1.0* | -12* | -41* | -77* | -18* | -61*
O=S(=O)(O)CS(=O)(=O)OCCCl | 109 | 103 | 108 | 99 | 104 | 106 | 97 | 111
NS(=O)(=O)c1ccc(N=Nc2sc(=O)[nH]c2S)cc1 | 91 | 101 | 97 | 103 | 105 | 85 | 82 | 77
Cc1cn(-c2cc(C(=O)NCCNc3nccc(-c4c(-c5ccc(F)cc5)nc5sccn45)n3)cc(C(F)(F)F)c2)cn1 | 101 | 100 | 106 | 87 | 133 | 74 | · | 81
O=c1c2ccccc2cc2n1CCN=C2c1ccccc1 | 98 | 104 | 103 | 102 | 94 | 95 | 99 | 96
S=C(NC1CCCCC1)NC1CCCCC1 | 130 | 104 | 194 | 105 | 127 | 91 | 104 | 123
C=CC(COC(c1ccccc1)(c1ccccc1)c1ccccc1)N(CC)CC (stereo not given) | 14 | 61 | 14 | 8.9* | 45 | 33 | 11 | 37
CCOC(=O)C1=C(c2ccccc2)N=c2s/c(=C/c3ccc(Br)cc3)c(=O)n2C1c1ccc(Br)cc1 (stereo not given) | 83 | 99 | 95 | 82 | 86 | 82 | 87 | 89
O=C(Nc1cccc([N+](=O)[O-])c1)c1ccccc1Cl | 94 | 101 | 96 | 99 | 93 | 89 | 102 | 96
C=C(C)[C@@H]1CC[C@]2(C(=O)NCC(=O)OC)CC[C@]3(C)[C@H](CC[C@@H]4[C@@]5(C)C/C(=C/c6ccco6)C(=O)C(C)(C)[C@@H]5CC[C@]43C)[C@@H]12 | 70 | 51 | 65 | 56 | 53 | 61 | 49 | 84
CC(=O)[C@@]1(O)[C@H](O)C[C@H]2[C@@H]3CCC4=CC(=O)C=C[C@]4(C)[C@@]3(F)[C@@H](O)C[C@@]21C | 105 | 112 | 116 | 83 | 111 | 99 | 77 | 111
CC(=O)Nc1nc(C)c(CCC2OCCO2)c(=O)[nH]1 | · | 107 | 91 | · | · | 103 | · | 118
CCNC(=O)Oc1ccc(/C(=C(/C)c2ccccc2)c2ccc(OCCN3CCCC3)cc2)cc1 | 80 | 82 | 11 | 52 | 32 | 27 | 33 | 67
Cc1ccc(-c2nn(-c3ccccc3)cc2/C=C/C(=O)NNC(=O)c2ccc(Cl)cc2Cl)cc1 | 84 | 89 | 78 | 89 | 60 | 78 | 102 | 63
O=c1nc(-c2ccco2)sc(=O)[nH]1 | 99 | 93 | 85 | 118 | · | 96 | 111 | 107
N=C1C(c2nc(-c3ccc(F)cc3)cs2)=C(O)CN1CCCN1CCOCC1 | · | 109 | · | 96 | 86 | 109 | 72 | 98
COc1ccc(Br)c(C=O)c1O | 123 | 115 | 102 | 92 | 221 | 112 | 90 | 110
CN(C)c1ccc(/C=C/c2n(Cc3ccc4ccccc4c3)c3ccccc3[n+]2Cc2ccc3ccccc3c2)cc1 | -82* | -95* | 2.1* | -38* | -29* | -67* | -37* | -80*
Oc1cc2c3c(c1)c1cc4c(cc1c[n+]3CC2)OCO4 | · | 90 | 57 | 30 | 47 | 75 | 62 | 78
O=C(NCCBr)Nc1ccccc1 | 113 | 100 | 98 | 89 | 84 | 84 | 99 | 120
O=C(Nc1cc(C(F)(F)F)cc(C(F)(F)F)c1)Nc1cc2ccccc2cc1C(=O)O | 96 | 107 | 102 | 101 | 112 | 93 | 100 | 107
COc1cc2c(cc1-c1c(C)noc1C)ncc1nc(C3CCCC3)n([C@H](C)COC(F)F)c12 | 33 | 32 | 23 | 42 | 19 | 20 | 15 | 45
CSCc1cnc(C2OCCO2)s1 | 91 | 94 | 127 | 117 | 139 | 98 | 111 | 103
COc1cc(C2=NN(C=O)C(c3c(C)nn(-c4ccccc4)c3N(C)Cc3ccccc3)C2)cc(OC)c1OC (stereo not given) | 78 | 100 | 79 | 64 | 90 | 94 | 69 | 88
Nc1n[nH]c(N)c1N=Nc1ccc(S(N)(=O)=O)cc1 | 97 | 96 | 112 | 119 | 118 | 104 | 110 | 85

Pulled by compound from above:
SMILES | MDA-MB-468 | MDA-MB-435 | K-562 | MOLT-4 | SR | MCF7 | RPMI-8226 | MDA-MB-231
CCNC(=O)Oc1ccc(/C(=C(/C)c2ccccc2)c2ccc(OCCN3CCCC3)cc2)cc1 | 80 | 82 | 11 | 52 | 32 | 27 | 33 | 67
COc1cc(C2=NN(C=O)C(c3c(C)nn(-c4ccccc4)c3N(C)Cc3ccccc3)C2)cc(OC)c1OC (stereo not given) | 78 | 100 | 79 | 64 | 90 | 94 | 69 | 88

Among those listed so far, 3 contain two or more sulfur atoms:
SMILES | MDA-MB-468 | MDA-MB-435 | K-562 | MOLT-4 | SR | MCF7 | RPMI-8226 | MDA-MB-231
O=S(=O)(O)CS(=O)(=O)OCCCl | 109 | 103 | 108 | 99 | 104 | 106 | 97 | 111
NS(=O)(=O)c1ccc(N=Nc2sc(=O)[nH]c2S)cc1 | 91 | 101 | 97 | 103 | 105 | 85 | 82 | 77
CSCc1cnc(C2OCCO2)s1 | 91 | 94 | 127 | 117 | 139 | 98 | 111 | 103

The main list resumes; the five compounds before the break are reprinted first.
SMILES | MDA-MB-468 | MDA-MB-435 | K-562 | MOLT-4 | SR | MCF7 | RPMI-8226 | MDA-MB-231
O=C(Nc1cc(C(F)(F)F)cc(C(F)(F)F)c1)Nc1cc2ccccc2cc1C(=O)O | 96 | 107 | 102 | 101 | 112 | 93 | 100 | 107
COc1cc2c(cc1-c1c(C)noc1C)ncc1nc(C3CCCC3)n([C@H](C)COC(F)F)c12 | 33 | 32 | 23 | 42 | 19 | 20 | 15 | 45
CSCc1cnc(C2OCCO2)s1 | 91 | 94 | 127 | 117 | 139 | 98 | 111 | 103
COc1cc(C2=NN(C=O)C(c3c(C)nn(-c4ccccc4)c3N(C)Cc3ccccc3)C2)cc(OC)c1OC (stereo not given) | 78 | 100 | 79 | 64 | 90 | 94 | 69 | 88
Nc1n[nH]c(N)c1N=Nc1ccc(S(N)(=O)=O)cc1 | 97 | 96 | 112 | 119 | 118 | 104 | 110 | 85
O=C(N/N=C(\CS(=O)(=O)c1ccccc1)c1cc2cc(Br)ccc2oc1=O)c1ccccc1 | 109 | 100 | 112 | 140 | 122 | 98 | 121 | 94
CCN1CCN(c2cc(C(=O)Nc3cccc(Nc4ccc5c(OC)cccc5n4)c3)cc(C(F)(F)F)c2)CC1 | 24 | 1.3* | -30* | -15* | -3.4* | -45* | 7.1* | 9.6*
Cc1ccc(-c2csc(NC(=O)c3ccccc3CN3C(=O)c4ccccc4C3=O)n2)cc1 | 92 | 95 | 100 | 93 | 103 | 94 | 95 | 93
O=C(O)CNc1ccc(S(=O)(=O)c2ccc(NCC(=O)O)cc2)cc1 | 93 | 99 | 102 | 109 | 102 | 97 | 97 | 111
COc1ccccc1N1CCN(CCn2c(=O)c3sc4ccccc4c3n(C)c2=O)CC1 | 92 | 92 | 114 | 99 | 88 | 92 | 107 | 99
O=C(O)c1ccccc1-c1ccccc1C(=O)Nc1ccc2c(c1)C(=O)c1ccccc1-2 | 107 | 114 | 101 | 85 | 83 | 92 | 92 | 104
O=[N+]([O-])c1ccc(/C=N/N2CCNC2=S)o1 | 110 | 102 | 99 | 99 | 115 | 100 | 91 | 121
Brc1ccc2[nH]cc(C(c3ccccc3)N3CCCC3)c2c1 (stereo not given) | 75 | 95 | 63 | 46 | 51 | 69 | 72 | 79
NC(=O)SCC(N)C(=O)O (stereo not given) | 89 | 117 | · | 78 | 83 | 89 | · | 110
CCC1(C(=O)OC)CCc2c(cc(OC)c3ccccc23)C1=O (stereo not given) | · | 108 | 94 | 122 | 78 | 77 | 51 | 92
COc1cc(C)ccc1OCC(=O)O | 102 | 105 | 100 | 95 | 96 | 96 | 100 | 111
Cc1ccc(N=c2nc3sc4c(C)ccc(C)c4n3c(N)c2C#N)cc1 | 115 | 110 | 89 | 94 | 111 | 88 | 85 | 94
CC1(C2CC(=O)c3c(O)ccc(O)c3C2)OCCO1 (stereo not given) | · | 103 | 102 | 92 | 102 | 102 | 112 | 117
CC(C)c1ccc(/C=C/C(=O)Nc2ncc(Cc3ccccc3Cl)s2)cc1 | 85 | 35 | 20 | 83 | · | 30 | 98 | 78
CC(C)(C)Nc1nc2c(OCCc3ccccc3)cccn2c1-c1ccccc1O | 83 | 102 | 80 | 96 | 97 | 96 | 90 | 97
O=C(O)CCc1ccc([I+]c2ccccc2)cc1 | 106 | 101 | 114 | 111 | 92 | 103 | 97 | 111
O=C1C2C3C=CC(C3)C2C(=O)N1c1ncc([N+](=O)[O-])s1 (stereo not given) | 104 | 105 | 102 | 87 | 92 | 92 | 105 | 106
N#CCc1nc2ccccc2s1 | 97 | 114 | 90 | 84 | 82 | 89 | 94 | 83
CC(C)=CCC[C@](C)(O)[C@H]1CC[C@]2(C)[C@@H]1CC[C@@H]1[C@@]3(C)CC(=O)CC(C)(C)[C@@H]3CC[C@]12C | 104 | 92 | · | · | · | 81 | 70 | 96
O=C(/C(=C/c1ccc(Cl)cc1)Cc1nc2ccccc2[nH]1)c1nc2ccccc2[nH]1 | 116 | 101 | 103 | 93 | 91 | 94 | 89 | 92
COc1ccc(-n2c(SCC(=O)NNC(=S)NC(=O)c3ccc(Br)cc3)nc3cc(OC)c(OC)cc3c2=O)cc1 | 115 | 97 | 100 | 108 | 90 | 94 | 109 | 103
CCN(CC)S(=O)(=O)c1cccc([N+](=O)[O-])c1 | 91 | 99 | 96 | 105 | 103 | 103 | 93 | 105
COc1ccc(CN2C(=O)OC(C)(COC(C)=O)C2=O)cc1 (stereo not given) | 93 | 107 | 94 | 96 | 94 | 96 | 103 | 103
CC(COC(=O)/C=C/c1ccccc1)CC(=O)c1c(O)cc2oc(=O)cc(-c3ccccc3)c2c1O (stereo not given) | 97 | 104 | 91 | 98 | 87 | 89 | 78 | 89
CCOC(=O)C1=C(C)NC(=O)NC1c1cc(=O)oc2ccc(C)cc12 (stereo not given) | 106 | 117 | 103 | 99 | 97 | 91 | 97 | 106

In the list so far, these have a furan ring, fused or not.
SMILES | MDA-MB-468 | MDA-MB-435 | K-562 | MOLT-4 | SR | MCF7 | RPMI-8226 | MDA-MB-231
C=C(C)[C@@H]1CC[C@]2(C(=O)NCC(=O)OC)CC[C@]3(C)[C@H](CC[C@@H]4[C@@]5(C)C/C(=C/c6ccco6)C(=O)C(C)(C)[C@@H]5CC[C@]43C)[C@@H]12 | 70 | 51 | 65 | 56 | 53 | 61 | 49 | 84
O=c1nc(-c2ccco2)sc(=O)[nH]1 | 99 | 93 | 85 | 118 | · | 96 | 111 | 107
O=[N+]([O-])c1ccc(/C=N/N2CCNC2=S)o1 | 110 | 102 | 99 | 99 | 115 | 100 | 91 | 121

(next part)
SMILES | MDA-MB-468 | MDA-MB-435 | K-562 | MOLT-4 | SR | MCF7 | RPMI-8226 | MDA-MB-231
CCCCc1ccc(C(CC(=O)c2ccccc2)c2ccccc2)cc1 (stereo not given) | 98 | 96 | 97 | 98 | 123 | 86 | 96 | 81
CCOC(=O)c1c(C)oc(=O)c(CC)c1O | 104 | 105 | 103 | 101 | 106 | 100 | 109 | 111
COc1ccccc1NC(=O)NCN1CCOCC1 | · | 121 | 101 | 103 | 95 | 104 | 95 | 102
O=C(O)c1ccc([N+](=O)[O-])o1 | 93 | 110 | 102 | 100 | 95 | 99 | 111 | 107
O=C(CCn1cc[n+](CC(=O)c2ccc(F)cc2)c1)Nc1cccc2cccnc12 | 80 | 104 | 93 | 101 | 112 | 85 | 105 | 94
COc1cc(-c2c3sc(=O)[nH]c3nc3c2c(=O)[nH]n3C(C)C)cc2c1OCO2 | 92 | 104 | 98 | 104 | 82 | 92 | 124 | 101
Cc1cc(N=NC(=N)N)ccc1NN=C(N)N | 89 | 104 | 81 | 70 | 77 | 90 | 89 | 106
Cc1ccc(N/N=c2/ccc(=O)/c(=N\Nc3ccc(S(=O)(=O)O)cc3)c2=O)c(C)c1 | 114 | 118 | 119 | 108 | · | 104 | 101 | 111
CC1C(=O)OC(=O)N1c1ccccc1 (stereo not given) | 117 | 109 | 94 | 126 | 133 | 112 | 139 | 124
O=C(CN1CCN(c2ncnc3c2cnn3-c2ccccc2)CC1)Nc1ccccc1 | 15 | 64 | 39 | 40 | 54 | 40 | 66 | 73
COc1ccc(-n2nc(C(=O)NCCCCCC(=O)NO)nc2-c2ccccc2)cc1 | 88 | 100 | · | 105 | 94 | 94 | 111 | 106
S=c1nc(-c2ccccc2)cc(-c2cn(-c3ccccc3)nc2-c2ccc(OCc3ccccc3)cc2)[nH]1 | 99 | 103 | · | 86 | 91 | 93 | 90 | 86

Assay outcomes: PubChem BioAssay, NCI

Hits appear at their usual frequency. Share with any hit: about 15%.
